RGS12 GoLoco inh: blocks human Gai1 binding to RGS12 GoLoco peptide, red readout. Gai1:RGS12 GoLoco peptide FP, rhodamine, 10 min. AID 880. Potency, µM (doses to about 61.6 µM), without a hit: top-dose activity, negative = inhibition, most hits filed as inhibitors. P63096. hit rate 0.44% among 230,000; active = well fitted inhibition curve with a large enough effect, not every such curve was filed as active; inactive = no such curve, though single readings can be large or run the other way; note: % is set by controls: 0 for no effect and ±100 for the full control effect; nearly all actives have a fitted effect of over 30% in size; many of its hits are not listed in these tables
ALDH1A1 block: ALDH1A1 (human) enzyme inhibition; P00352; Purified ALDH1A1, NADH fluorescence, propionaldehyde substrate; Potency, µM (titrated, usually from 75.3 µM), for inactives: top-dose activity, negative = inhibition, actives largely listed as inhibitors; hit rate 7.3% among 220,000; active = well fitted inhibition curve with a large enough effect, not every such curve was filed as active; inconclusive = small, poorly fitted or top-dose-only effect, or another doubt; inactive = no such curve, though single readings can be large or run the other way;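 note: plate controls were no enzyme wells and a reference inhibitor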
RECQ1 helicase: blocks DNA unwinding by human RECQ1; Potency, µM (top dose mostly 57.3 µM), for the others: top-dose activity, negative = inhibition, most hits filed as inhibitors; RECQ1 DNA unwinding, red fluorescence kinetic read; P46063; hit rate 0.54% among 240,000;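 note: plate controls were vehicle for no effect and no enzyme for full effect; nearly all actives have a fitted effect of over 30% in size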
Target sequence (P46063 whole entry, looked up): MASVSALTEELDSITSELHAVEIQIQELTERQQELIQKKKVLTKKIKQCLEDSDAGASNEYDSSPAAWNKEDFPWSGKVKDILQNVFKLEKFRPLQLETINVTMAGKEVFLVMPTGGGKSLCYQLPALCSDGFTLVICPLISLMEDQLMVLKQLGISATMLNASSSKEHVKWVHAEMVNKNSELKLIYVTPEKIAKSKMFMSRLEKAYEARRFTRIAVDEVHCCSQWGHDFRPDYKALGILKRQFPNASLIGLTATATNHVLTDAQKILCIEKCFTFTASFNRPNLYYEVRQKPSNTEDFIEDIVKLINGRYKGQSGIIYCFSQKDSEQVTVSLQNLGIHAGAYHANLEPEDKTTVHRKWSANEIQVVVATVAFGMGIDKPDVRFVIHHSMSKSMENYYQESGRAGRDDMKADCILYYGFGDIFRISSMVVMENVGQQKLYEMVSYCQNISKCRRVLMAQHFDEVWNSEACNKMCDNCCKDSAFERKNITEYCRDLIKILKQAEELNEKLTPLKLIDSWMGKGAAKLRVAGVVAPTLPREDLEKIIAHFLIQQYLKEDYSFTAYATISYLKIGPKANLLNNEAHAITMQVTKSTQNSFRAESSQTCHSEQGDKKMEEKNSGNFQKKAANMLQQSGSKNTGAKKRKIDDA
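50 nM RECQ1T1 preincubated 15 min with compound in Tris pH 8.0 buffer with MgCl2, DTT, Tween-20 and 2.5 ug/ml poly(dI-dC); started with 200 nM TAMRA/BHQ-2 forked duplex and 2 mM ATP. Unwinding read as fluorescence (525/598 nm), two reads 2 h apart.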
KDM4E inh: JMJD2E (human) inhibition | B2RXH2 | JMJD2E catalytic domain, FDH-coupled NADH fluorescence (FDH is formaldehyde dehydrogenase) | Potency, µM (titrated, usually from 57.1 µM), without a hit: at the highest dose activity change, negative = inhibition, actives largely listed as inhibitors | hit rate 1.6% among 230,000 | AID 2147; active = well fitted inhibition curve with a large enough effect, not every such curve was filed as active; inconclusive = small, poorly fitted or top-dose-only effect, or another doubt; inactive = no such curve, though single readings can be large or run the other way;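 note: 0% = wells with enzyme and -100% = buffer wells without enzyme; nearly all actives have a fitted effect of over 50% in size; many of its hits are not listed in these tables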
LMNA splice mod: modulators of lamin A splicing; HeLa LMNA splicing GFP/RFP minigene ratio, 48 h; Potency, µM (doses to about 46.1 µM), without a hit: at the top dose ratio change, negative = inhibition, most hits filed as inhibitors; hit rate 0.01% among 200,000; active = well fitted inhibition curve with a large enough effect in the signal ratio, with a control signal flat, not every such curve was filed as active; inconclusive = small, poorly fitted or top-dose-only effect, or effect the other way, or a change in a side signal; the % refers to the signal ratio; note: % is set by controls: 0 for no effect and ±100 for the full control effect
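Read-out is the ratio of GFP to DsRed2 object intensity, acquired by 488 nm laser-scanning cytometry on HeLa lamin A-EGFP minigene reporter cells. Compound incubation 48 hrs at 37 °C in Opti-MEM with 2% FBS; DMSO 0.5% final.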
TRb SRC2 PPI: inhibitors of human thyroid hormone receptor beta-SRC2 interaction | Potency, µM (titrated, usually from 106 µM), for inactives: at the highest dose activity change, negative = inhibition, hits mostly inhibitors | TRbeta-SRC2 peptide binding, fluorescence polarization; receptor liganded with 1 µM T3 | hit rate 0.065% among 280,000 | P10828;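 note: plate controls were bound peptide for no effect and peptide without receptor for full effect; nearly all actives have a fitted effect of over 50% in size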
Target sequence (P10828 whole entry, looked up): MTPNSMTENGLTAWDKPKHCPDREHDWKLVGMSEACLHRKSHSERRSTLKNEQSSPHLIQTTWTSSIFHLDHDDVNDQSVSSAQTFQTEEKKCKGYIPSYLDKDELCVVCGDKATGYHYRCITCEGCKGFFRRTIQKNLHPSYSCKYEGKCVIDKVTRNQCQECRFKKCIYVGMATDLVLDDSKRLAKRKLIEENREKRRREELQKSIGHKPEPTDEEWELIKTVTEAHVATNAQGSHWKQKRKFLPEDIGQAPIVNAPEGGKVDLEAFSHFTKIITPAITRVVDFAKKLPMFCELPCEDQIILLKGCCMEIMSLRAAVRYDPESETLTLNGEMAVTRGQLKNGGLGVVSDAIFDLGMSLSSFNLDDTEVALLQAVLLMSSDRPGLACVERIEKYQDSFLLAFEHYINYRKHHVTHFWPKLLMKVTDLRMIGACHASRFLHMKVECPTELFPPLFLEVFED
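Human TRb ligand-binding domain (0.6 uM) is mixed with 20 nM Texas Red SRC2 peptide and 1 uM T3; after compound addition and 5 hr at ambient temperature, polarization is measured and normalized to unbound and bound controls.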
SMN2 splice enh: enhancers of SMN2 splice variant expression; Potency, µM (doses to about 46.1 µM), for the others: at the top dose activity change, positive = activation, hits mostly activators; AID 1458; hit rate 2.8% among 210,000; HEK293 SMN2-luciferase splicing reporter, luminescence, 30-36 h; note: % of control where 0% means no effect; nearly all actives have a fitted effect of over 55% in size
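HEK293 cells carry an SMN2 […]–luciferase reporter in which exon 7 inclusion puts luciferase in frame. Cells were plated 10-12 h before compound addition, then incubated 30-36 h at 37C. ONE-Glo luminescence was read; sodium butyrate at 4.5 mM final served as control.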
TR SRC2 fluor cs: Texas Red fluorescence interference in TRb-SRC2 counter-screen. TRb/SRC2 Texas Red total fluorescence interference. Potency, µM (doses to about 106 µM), without a hit: at the highest dose fluorescence change, negative = quenching. hit rate 0.29% among 280,000. AID 1479; active = well fitted curve in either direction with a large enough effect; inconclusive = small, poorly fitted or top-dose-only effect; note: % is set by controls: 0 for no effect and ±100 for the full control effect
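Human TRb ligand-binding domain at 0.6 uM with 20 nM Texas Red SRC2 peptide in Tris buffer containing 1 uM T3 and 5% DMSO, incubated with compound 5 h at ambient temperature. Total fluorescence (555/632 nm) calculated as parallel + 2 × perpendicular.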
* marks the source's active call; other numbers are inactive results; & = joins results of further samples; [ ] = remark or other dose. Unless noted, calls come from the whole dose curve; as a rule, active = well fitted curve in the direction sought with a large enough effect; inconclusive = small, poorly fitted or top-dose-only effect, or another doubt; inactive = no such curve, though single readings can be large; an effect the other way counts as inactive or inconclusive. Potency is the fitted concentration of half-maximal effect.

How did CC(C)CSC1=NSC2=NC(=O)/C(=C\c3cccs3)C(=N)N12 do in these assays?
RGS12 GoLoco inh: 171%[activator]; ALDH1A1 block: inconclusive; RECQ1 helicase: -2%; KDM4E inh: 1%; LMNA splice mod: inconclusive; TRb SRC2 PPI: -10%; SMN2 splice enh: inconclusive; TR SRC2 fluor cs: 4%

How did Cc1ccc(C(=O)N2CCC3(CC2)Oc2ccc(Cl)cc2C(=O)C32CC(c3ccc(Cl)cc3)=NO2)s1 (stereo not drawn) do in these assays?
RGS12 GoLoco inh: -1%; RECQ1 helicase: inactive; KDM4E inh: 28%; TRb SRC2 PPI: -1%; TR SRC2 fluor cs: -3%

Results for CCOc1ccc(N(C)S(=O)(=O)c2ccc3[nH]cc(C(=O)NCCOC)c(=O)c3c2)cc1 ?
RGS12 GoLoco inh: -7%; ALDH1A1 block: 2%; RECQ1 helicase: -2%; KDM4E inh: -4%; LMNA splice mod: inconclusive; TRb SRC2 PPI: 1%; TR SRC2 fluor cs: -1%

What do the screens show for `Cc1cc(C)cc(C(=O)NCC(=O)OCC(=O)N2c3ccccc3NC(=O)C2(C)C)c1`?
RGS12 GoLoco inh: 2%; ALDH1A1 block: -9%; RECQ1 helicase: inconclusive; KDM4E inh: -6%; LMNA splice mod: -5%; TRb SRC2 PPI: 1%; SMN2 splice enh: 8%; TR SRC2 fluor cs: 2%

What do the screens show for `CC(C)C1CC(c2ccccc2)(C(CN)CO)CCO1` (stereo not drawn)?
RGS12 GoLoco inh: 0%; ALDH1A1 block: 7%; RECQ1 helicase: inactive; KDM4E inh: -2%; TRb SRC2 PPI: 3%; SMN2 splice enh: -4%; TR SRC2 fluor cs: 1%

How did COc1ccc(-c2nnc(SCc3c(C)noc3C)n2N)cc1OC do in these assays?
RGS12 GoLoco inh: 2%; ALDH1A1 block: 0%; RECQ1 helicase: -8%; KDM4E inh: -7%; LMNA splice mod: 9%; TRb SRC2 PPI: -5%; SMN2 splice enh: 8%; TR SRC2 fluor cs: 1%

Results for CCn1c(SCC(=O)Nc2sc3c(c2C#N)CCCC3)nnc1-c1ccco1 ?
RGS12 GoLoco inh: -2%; ALDH1A1 block: 10%; RECQ1 helicase: inactive; KDM4E inh: -6%; LMNA splice mod: 1%; TRb SRC2 PPI: -5%; SMN2 splice enh: -3%; TR SRC2 fluor cs: 1%

What do the screens show for `O=C1CC(c2ccco2)CC(O)=C1C=Nc1cc(Cl)cc(Cl)c1` (stereo not drawn)?
RGS12 GoLoco inh: 5%; ALDH1A1 block: inconclusive; RECQ1 helicase: inconclusive; KDM4E inh: -13%; LMNA splice mod: 3%; TRb SRC2 PPI: 7%; SMN2 splice enh: -5%; TR SRC2 fluor cs: -1%

What do the screens show for `O=C(O)c1ccc(N=Cc2nc(-c3ccco3)oc2O)cc1`?
RGS12 GoLoco inh: 9%; ALDH1A1 block: 15%; RECQ1 helicase: inactive; KDM4E inh: -8%; TRb SRC2 PPI: 0%; SMN2 splice enh: -1%; TR SRC2 fluor cs: -9%

Results for COc1ccc(-n2cc(-c3ccccc3)[n+]3c2CCCCC3)cc1 ?
RGS12 GoLoco inh: 4%; ALDH1A1 block: 7%; RECQ1 helicase: -2%; KDM4E inh: 1%; LMNA splice mod: inconclusive; TRb SRC2 PPI: 7%; SMN2 splice enh: -56%[inhibitor]; TR SRC2 fluor cs: -2%

How did O=C(NCc1ccc2c(c1)OCO2)c1ccco1 do in these assays?
RGS12 GoLoco inh: 7%; ALDH1A1 block: 3%; RECQ1 helicase: -4%; KDM4E inh: 2%; TRb SRC2 PPI: -4%; SMN2 splice enh: 1%; TR SRC2 fluor cs: 1%

How did CCc1ccc(-n2c(=O)c3c(C)c(C(=O)N(C)C)sc3n(CC(=O)NCc3ccco3)c2=O)cc1 do in these assays?
RGS12 GoLoco inh: -4%; ALDH1A1 block: 10%; RECQ1 helicase: inactive; KDM4E inh: 7%; LMNA splice mod: inconclusive; TRb SRC2 PPI: -16%; SMN2 splice enh: -11%; TR SRC2 fluor cs: -2%

Results for Cc1nn(-c2cc(N3CCCCCC3)ccc2[N+](=O)[O-])c(=O)c2ccccc12 ?
RGS12 GoLoco inh: -1%; ALDH1A1 block: -4%; RECQ1 helicase: -1%; KDM4E inh: 2%; LMNA splice mod: 12%; TRb SRC2 PPI: 6%; SMN2 splice enh: -20%; TR SRC2 fluor cs: 0%

How did O=C(/C=C/c1ccc([N+](=O)[O-])cc1)NCc1ccco1 do in these assays?
RGS12 GoLoco inh: -9%; ALDH1A1 block: -7%; RECQ1 helicase: -6%; KDM4E inh: -10%; LMNA splice mod: -9%; TRb SRC2 PPI: -1%; SMN2 splice enh: 4%; TR SRC2 fluor cs: -6%

Results for Cn1cnnc1SCC(=O)Nc1ccccc1F ?
RGS12 GoLoco inh: 9%; ALDH1A1 block: 10%; RECQ1 helicase: -1%; KDM4E inh: 11%; LMNA splice mod: -23%[46 µM]; TRb SRC2 PPI: -7%; SMN2 splice enh: 7%; TR SRC2 fluor cs: 1%

How did CCS(=O)(=O)c1ccc(O)c(NC(=O)Nc2cccc3ccccc23)c1 do in these assays?
RGS12 GoLoco inh: -8%; RECQ1 helicase: -4%; KDM4E inh: inconclusive; TRb SRC2 PPI: -2%; TR SRC2 fluor cs: -1%

What do the screens show for `Cn1c(-c2nnn(-c3ccc(F)cc3)n2)cc2ccccc21`?
RGS12 GoLoco inh: 8%; ALDH1A1 block: inconclusive; RECQ1 helicase: -14%; KDM4E inh: inconclusive; TRb SRC2 PPI: 0%; TR SRC2 fluor cs: 1%

Results for CCCCc1nc2ccccc2[nH]1 ?
RGS12 GoLoco inh: 3%; ALDH1A1 block: 3%; RECQ1 helicase: -13%; KDM4E inh: 18%; LMNA splice mod: -4%[46 µM]; TRb SRC2 PPI: -6%; SMN2 splice enh: 6%; TR SRC2 fluor cs: -6%

What do the screens show for `COC(=O)/C=C/c1ccc(-n2ccnc2)cc1`?
RGS12 GoLoco inh: 1%; ALDH1A1 block: -2%; RECQ1 helicase: -15%; KDM4E inh: -1%; TRb SRC2 PPI: -8%; SMN2 splice enh: 16%; TR SRC2 fluor cs: 1%

What do the screens show for `Cc1cc(C)nc(NN2C(=O)/C(=C/c3ccccc3)SC2=S)n1`?
RGS12 GoLoco inh: 24%; ALDH1A1 block: inconclusive; RECQ1 helicase: -6%; KDM4E inh: inconclusive; LMNA splice mod: 1%; TRb SRC2 PPI: -2%; SMN2 splice enh: -14%; TR SRC2 fluor cs: 0%

How did Cc1cc(C)n2nnnc2n1 do in these assays?
RGS12 GoLoco inh: 0%; RECQ1 helicase: -3%; KDM4E inh: -5%; TRb SRC2 PPI: 3%; TR SRC2 fluor cs: 1%

How did O=C(O)C(Cc1c[nH]c2ccccc12)N1C(=O)c2ccccc2C1=O (stereo not drawn) do in these assays?
RGS12 GoLoco inh: 10%&11%; ALDH1A1 block: 10%; RECQ1 helicase: -9%&-5%; KDM4E inh: 0%&2%; LMNA splice mod: -9%[46 µM]; TRb SRC2 PPI: -2%&1%; TR SRC2 fluor cs: 2%&-4%

Results for Cc1cc2oc(=O)cc(-c3ccccc3)c2c(C)c1-c1ccc(C(F)(F)F)cc1 ?
RGS12 GoLoco inh: 6%; ALDH1A1 block: 2%; RECQ1 helicase: inactive; TRb SRC2 PPI: 2%; TR SRC2 fluor cs: 1%

How did O=C(CCc1ccccc1)c1nnc(-c2ccccc2)o1 do in these assays?
RGS12 GoLoco inh: -5%; ALDH1A1 block: -5%; RECQ1 helicase: inactive; KDM4E inh: 1%; TRb SRC2 PPI: 9%; SMN2 splice enh: 20%; TR SRC2 fluor cs: -1%

Results for Cc1ccc(-n2nc3ccc(NC(=O)/C=C/c4ccco4)cc3n2)cc1 ?
RGS12 GoLoco inh: 8%; ALDH1A1 block: -9%; RECQ1 helicase: -22%; KDM4E inh: -30%; LMNA splice mod: -3%; TRb SRC2 PPI: 9%; SMN2 splice enh: 14µM*; TR SRC2 fluor cs: -9%

How did O=C(N/N=C/c1ccc(O)cc1)Nc1cccc2nsnc12 do in these assays?
RGS12 GoLoco inh: 10%; ALDH1A1 block: 3%; RECQ1 helicase: 4%; KDM4E inh: -14%; TRb SRC2 PPI: 4%; TR SRC2 fluor cs: -3%

How did NC(=S)N=Nc1c(O)n(Cc2ccc(F)cc2)c2ccccc12 do in these assays?
ALDH1A1 block: 1.4µM*; RECQ1 helicase: 0%; KDM4E inh: 16%; LMNA splice mod: -8%; TRb SRC2 PPI: 11%; TR SRC2 fluor cs: -8%

How did Cc1ccc2nc3n(c(=O)c2c1)CCCCC3 do in these assays?
RGS12 GoLoco inh: 9%; ALDH1A1 block: inconclusive; RECQ1 helicase: 2%; KDM4E inh: -2%; LMNA splice mod: -4%; TRb SRC2 PPI: 6%; SMN2 splice enh: inconclusive; TR SRC2 fluor cs: -5%

What do the screens show for `CCCCn1nnnc1SCC(=O)c1cc(Cl)ccc1OC`?
RGS12 GoLoco inh: 5%; ALDH1A1 block: 5µM*; RECQ1 helicase: -6%; KDM4E inh: -4%; LMNA splice mod: -1%; TRb SRC2 PPI: 2%; SMN2 splice enh: -12%; TR SRC2 fluor cs: 4%

Results for O=C(Nc1cccnc1)c1cccnc1Cl ?
RGS12 GoLoco inh: -7%; ALDH1A1 block: 5%; RECQ1 helicase: inactive; KDM4E inh: 10%; LMNA splice mod: -9%; TRb SRC2 PPI: 4%; SMN2 splice enh: 5%; TR SRC2 fluor cs: -1%

How did CCS(=O)(=O)n1nc(-c2ccccc2)nc1NCc1ccco1 do in these assays?
RGS12 GoLoco inh: -1%; ALDH1A1 block: -13%; RECQ1 helicase: -8%; KDM4E inh: -8%; LMNA splice mod: -5%; TRb SRC2 PPI: 2%; SMN2 splice enh: -2%; TR SRC2 fluor cs: 1%

High-throughput results deposited in PubChem by National Center for Advancing Translational Sciences (NCATS).

Only part of the results is shown; rates above refer to the full screens.
